tim10-1 inh: growth inhibitors of tim10-1 mutant yeast, primary screen, luminescence, uHTS; inhibition, % at 20 µM; S. cerevisiae tim10-1 ts strain growth, BacTiter-Glo, 24 h; 2.2% of 330,000 active; AID 463190, 2010;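 active means inhibition of at least 40%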;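 further: mutant grown at 25 °C; 0% = DMSO wells with yeast and 100% = wells holding no yeast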
A3G deaminase: APOBEC3G DNA deaminase inhibitors, primary screen, biochemical, fluorescence, single-stranded DNA substrate, uHTS; recombinant A3G, ssDNA deamination FAM/TAMRA fluorescence; inhibition, % at 20 µM; DNA dC->dU-editing enzyme APOBEC-3G (Homo sapiens), Q9HC16; AID 493012, 2011; 0.28% of 330,000 active;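 active means inhibition of at least 40% at 20 µM, with no more than 30% in the related APOBEC3A deaminase screen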;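 further: plate controls were DMSO wells with A3G for no effect and wells lacking A3G enzyme for full effect; some compounds called inactive have numbers as strong as hits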
Target sequence (Q9HC16 whole entry, looked up): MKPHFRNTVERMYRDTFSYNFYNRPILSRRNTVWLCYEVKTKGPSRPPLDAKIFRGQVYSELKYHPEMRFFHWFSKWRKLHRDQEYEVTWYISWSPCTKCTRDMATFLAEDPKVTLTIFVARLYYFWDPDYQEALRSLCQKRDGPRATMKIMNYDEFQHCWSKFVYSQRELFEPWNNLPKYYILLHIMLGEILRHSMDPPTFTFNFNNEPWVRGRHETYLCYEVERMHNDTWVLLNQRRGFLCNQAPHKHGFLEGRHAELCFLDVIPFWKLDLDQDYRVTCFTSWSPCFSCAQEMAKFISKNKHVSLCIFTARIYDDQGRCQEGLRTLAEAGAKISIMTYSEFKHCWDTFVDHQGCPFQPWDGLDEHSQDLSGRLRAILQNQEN
A3A deaminase: APOBEC3A ssDNA deaminase inhibitors, primary screen, selectivity assay for APOBEC3G inhibitor project, biochemical, FAM/TAMRA oligo cleavage fluorescence | recombinant A3A, FAM/TAMRA ssDNA deamination fluorescence | AID 493011, 2011 | 0.41% of 330,000 active | DNA dC->dU-editing enzyme APOBEC-3A (Homo sapiens), P31941 | inhibition, % at 20 µM;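 active means at least 40% inhibition at 20 µM here, with at most 30% in a related deaminase screen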;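 further: plate controls were A3A with DMSO for no effect and wells lacking A3A enzyme for full effect; some results filed as inactive read as strong as hits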
Target sequence (P31941 whole entry, looked up): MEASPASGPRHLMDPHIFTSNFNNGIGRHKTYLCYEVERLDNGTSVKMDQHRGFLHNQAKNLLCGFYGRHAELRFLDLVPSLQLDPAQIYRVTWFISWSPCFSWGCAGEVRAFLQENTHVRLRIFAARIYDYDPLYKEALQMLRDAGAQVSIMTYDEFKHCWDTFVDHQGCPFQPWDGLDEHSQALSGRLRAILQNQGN
NALP3 yeast inh: NALP3 inflammasome inhibitors in reconstituted yeast, primary screen, luminescence, uHTS. Yeast reconstituted NLRP3/ASC/caspase-1, beta-gal luminescence, 24 h. inhibition, % at 10 µM. 0.39% of 330,000 active;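 active means inhibition of 50% or more; inactive means inhibition below 50%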;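 further: plate controls were induced DMSO wells for no effect and uninduced yeast grown without galactose for full effect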
mIAP activ: activators of mouse IAP, primary screen, biochemical, luminescence, uHTS; intestinal alkaline phosphatase [Mus musculus]; muIAP, CDP-Star luminescence, 30 min; hits give high values; 1 = vehicle-only enzyme signal, 0 = enzyme-free wells; activation factor at 10 µM; 0.24% of 330,000 active; AID 2805, 2010;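 active means activation factor of at least 2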; further: the source names both 10 and 20 µM as test concentration; values of inactives mirror those of a sister screen read the other way
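System: mouse IAP enzyme. Reagent: CDP-Star chemiluminescent phosphatase substrate. Benchmarks: DMSO wells, no-enzyme wells. Times: 30 min enzyme-substrate-compound incubation at room temperature. Detection: luminescence from enzymatic CDP-Star hydrolysis. Doses: test compounds delivered from DMSO solution.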
mIAP inh: inhibitors of mouse IAP, primary screen, biochemical, luminescence, uHTS | purified mouse IAP, CDP-Star luminescence, 30 min | inhibition, % at 10 µM | intestinal alkaline phosphatase [Mus musculus] | 0.2% of 330,000 active;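 active means inhibition of at least 40% at 10 µM in the primary screen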;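 further: plate controls were DMSO with enzyme for no effect and no enzyme wells for full effect; values of inactives mirror those of a sister screen read the other way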
hIAP inh: human IAP inhibitors, primary screen, biochemical, luminescence, uHTS. Intestinal-type alkaline phosphatase (Homo sapiens), P09923. purified IAP, CDP-Star luminescence, 30 min. inhibition, % at 10 µM. 0.12% of 330,000 active. AID 2544, 2010;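 active means inhibition reaching a set limit with compound at 10 µM in the primary screen, cut at about 35% in these data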;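 further: plate controls were DMSO wells with enzyme for no effect and no-enzyme buffer wells for full effect; values of inactives mirror those of a sister screen read the other way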
Target sequence (P09923 whole entry, looked up): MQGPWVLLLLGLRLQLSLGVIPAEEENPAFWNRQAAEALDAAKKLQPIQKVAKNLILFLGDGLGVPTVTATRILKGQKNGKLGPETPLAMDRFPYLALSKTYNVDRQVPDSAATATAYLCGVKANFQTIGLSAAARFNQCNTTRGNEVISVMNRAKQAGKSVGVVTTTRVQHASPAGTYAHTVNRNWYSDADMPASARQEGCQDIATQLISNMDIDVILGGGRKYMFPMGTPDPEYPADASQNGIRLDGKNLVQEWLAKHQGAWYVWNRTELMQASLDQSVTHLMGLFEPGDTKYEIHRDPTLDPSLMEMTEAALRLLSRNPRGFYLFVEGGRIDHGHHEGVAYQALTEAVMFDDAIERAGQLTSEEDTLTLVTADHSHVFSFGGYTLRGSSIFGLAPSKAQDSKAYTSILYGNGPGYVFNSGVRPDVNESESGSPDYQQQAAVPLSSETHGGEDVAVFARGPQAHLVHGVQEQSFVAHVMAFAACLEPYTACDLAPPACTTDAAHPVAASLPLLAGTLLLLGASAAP
beta cell repl: inducers of MIN6 beta-cell proliferation, primary screen, ATP luminescence, uHTS; 0.29% of 330,000 active; MIN6 cells proliferation, ATPlite luminescence, 48 h; cells starved in 0.2% serum; 100% = growth in 10% serum; proliferation, % at 10 µM; AID 2380, 2010;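 active means compounds whose signal lies at least 3.5 SD above the mean of all wells on their plate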;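 further: 0% = DMSO-treated cells in low-serum medium and 100% = 10% serum control; some compounds called inactive have numbers as strong as hits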
TIM10 inh: growth inhibitors of isogenic TIM10 control yeast, primary screen, counter-screen for tim10-1 yeast inhibitor project, luminescence, uHTS; 1.4% of 330,000 active; S. cerevisiae TIM10 strain growth, BacTiter-Glo luminescence, 24 h; inhibition, % at 10 µM;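 active means inhibition of 40% or more at the single tested concentration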;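 further: wild-type TIM10 isogenic control strain grown at permissive 25 °C; 0% = DMSO yeast wells and 100% = minimal medium wells without yeast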
* = called active by the depositor. Outcome played no part in choosing rows. About 4.6% of those tested had a hit in this group.

SMILES	tim10-1 inh	A3G deaminase	A3A deaminase	NALP3 yeast inh	mIAP activ	mIAP inh	hIAP inh	beta cell repl	TIM10 inh
Cc1ccccc1-c1nc(S(=O)(=O)c2ccc(Br)cc2)c(NCc2cccnc2)o1	30	-4	4	0	0.93	7	17	-4	17
COc1ccc(N/C(C)=C2/C(=O)C(=O)N(CCO)C2c2ccc(Br)cc2)cc1 (stereo not given)	17	0	-2	-3	0.95	5	7	1	12
N/C(=N\OC(=O)c1ccc(Br)cc1)c1cccc([N+](=O)[O-])c1	39	-5	-3	23	0.94	6	-3	-5	34
O=C(/C=C/Nc1ccccc1C(=O)O)c1cccs1	18	-1	2	-6	0.97	3	13	0	8
Cc1cc(C)cc(CSc2nnc(C)c(=O)[nH]2)c1	8	1	1	3	1.1	-5	15	-1	13
COCCNC(=O)C1CC(=O)N(C2CCCC2)C1 (stereo not given)	-1	-6	-3	24	0.94	6	-16	-4	5
CCS(=O)(=O)N1CCN(S(=O)(=O)c2ccc(S(=O)(=O)NC3CC3)cc2)CC1	-14	-9	0	9	0.93	7	5	0	4
COc1ccc(Cl)cc1NC(=O)CN(C)C(=O)Cc1ccc2c(c1)CCC2	16	-2	-1	20	1.1	-10	-7	-3	-21
CC1CCCC(C)N1C(=O)COC(=O)/C=C/c1ccc(Br)o1 (stereo not given)	14	9	30	0	0.98	2	0	0	11
Cc1noc(C)c1COC(=O)c1ccc(-c2nc3ccccc3s2)s1	14	2	4	7	0.58	42*	-2	-1	8
CC1Sc2ccc(S(=O)(=O)CCC(=O)N3CCN(c4cccc(Cl)c4)CC3)cc2NC1=O (stereo not given)	14	-7	-3	5	0.95	4	-18	-5	8
COc1ccc(C(C#N)c2ccc(Cl)nn2)cc1 (stereo not given)	-1	-5	0	3	0.96	4	-6	2	4
CCCCNC(=O)Nc1cc(C)on1	-3	-7	-4	10	0.99	1	-11	-3	-17
C/C(=N\NC(=O)c1cccc([N+](=O)[O-])c1)c1cccs1	-4	0	2	5	0.86	14	18	0	4
Cc1c(Br)c([N+](=O)[O-])nn1CC(=O)Nc1ccc(C(C)C)cc1	11	-5	-6	-14	0.92	8	4	-3	-36
CCOC(=O)c1c(-c2ccccc2)csc1NC(=S)NC(=O)c1ccccc1	22	-4	3	16	0.83	17	-5	-6	26
COc1cccc(C(=O)NCCNC(=O)c2ccccn2)c1	-42	-6	-1	2	1	-3	5	-3	6
CC1CC(C)CN(C(=O)COc2cccnc2[N+](=O)[O-])C1 (stereo not given)	-8	-5	0	14	1.1	-13	-10	-2	-2
CN(Cc1ccccc1)C(=O)Cn1cccc1C(=O)c1ccccc1	12	-9	-7	0	1	-3	-36	-2	4
COc1ccc(-c2nnc(SCCOc3cccc(C)c3)n2N)cc1	24	-5	-4	24	1.1	-7	-29	2	4
COc1ccccc1C(=O)NC(=O)CSc1nnc(C)s1	-8	-7	-3	10	0.95	5	-8	2	7
Cc1ccc(-n2c(=S)[nH]c3c(oc4ccccc43)c2=O)cc1C	24	-6	-1	16	1.2	-20	-3	0	28
Cc1cccnc1NC1(C(F)(F)F)N=C2SCCN2C1=O (stereo not given)	-4	-9	11	18	1.1	-5	3	-2	8
Cc1ccc(S(=O)(=O)N(CC(=O)N/N=C/c2cccc(C)c2)c2cccc3cccnc23)cc1	2	-1	-1	17	0.96	4	17	-1	4
CC(C)(C)OC(=O)CNC(=O)c1nc[nH]c1C(=O)NCC(=O)OC(C)(C)C	-12	-5	0	-1	0.85	15	-47	-1	8
CC(CS(=O)(=O)c1cccc2cccnc12)N1CCCCC1 (stereo not given)	4	-5	-3	21	0.96	4	10	-1	3
Cc1cc(C)nc(SC(C)C(=O)O)n1 (stereo not given)	12	-5	0	7	1	0	1	1	12
Cc1ccc2nc(NC(=O)C3CCCN(S(=O)(=O)c4cccc5nonc45)C3)sc2c1 (stereo not given)	-15	-1	-1	-3	1	-2	-14	-3	-33
CC(=O)C(c1ccccc1)C(c1ccccc1)C(C)[N+](=O)[O-] (stereo not given)	-11	-2	-1	4	0.91	9	10	-4	-5
CCOc1ccc(S(=O)(=O)N2CCCC(C(=O)NCCN3CCOCC3)C2)cc1Cl (stereo not given)	4	-3	-1	14	1	-2	-6	0	-16
COc1ccc(NC(=O)c2cc(C)nc3ccccc23)c(OC)c1	12	14	0	5	1	0	-6	0	16
COC(=O)c1ccccc1NC(=O)Cn1cnc2ccc(S(=O)(=O)N3CCC(C)CC3)cc2c1=O	1	-6	-5	18	1	-1	-6	-2	2
COc1ccc(NC(=O)NNC(=O)C(C)Oc2ccc(C(C)C)cc2)c(OC)c1 (stereo not given)	7	-1	2	8	1.1	-6	-79	4	7
COc1ccc(-n2c(=S)[nH]c3ncccc3c2=O)cc1	9	-6	-6	-11	1.1	-7	-10	1	-12
CCC1=C(OC(=O)N(CC)CC)N2C(=O)OC(=NCC3CC3)[C@]2(Cc2ccccc2)[C@H]2C1=CC[C@H]1C(=O)N(CC)C(=O)[C@H]12	21	-6	-2	-2	1	-1	4	-3	7
Cc1ccc(-c2nn(-c3ccccc3)cc2CNCc2ccccc2)cc1	29	-4	-1	34	1	-2	2	-6	29
CC(=O)Nc1ccc(S(=O)(=O)/N=C2\SCCN2S(=O)(=O)c2ccc(NC(C)=O)cc2)cc1	-39	-4	-1	23	1.1	-8	-14	-3	-21
CCC1S/C(=N/N=C/c2ccco2)N(Cc2ccccc2C)C1=O (stereo not given)	-2	-1	-1	21	0.93	7	17	-1	0
CCN(CC)C(=O)c1nc[nH]c1C(=O)N1CCc2ccccc2C1	11	-7	-4	8	0.94	6	7	3	0
COC(=O)c1ccc(CN2[C@H](C(=O)OC)C[C@@]3(O)[C@@H](O)[C@@H](O)[C@@H](O)C[C@@H]23)cc1	-6	-6	-5	6	1.1	-10	-27	-1	0
CC(C)=CCCC(C)CN1CCC(n2nccc2NC(=O)c2ccc3c(c2)OCO3)CC1 (stereo not given)	15	-8	-8	5	1.3	-27	-37	-1	10
CCCCn1nnnc1SCC(=O)Nc1ccc(C)cc1	14	-5	-4	25	0.98	2	16	3	7
CC(=O)OC(/C(O)=C(\C#N)c1nc2ccccc2[nH]1)c1ccccc1 (stereo not given)	13	0	-1	-24	0.99	1	-7	-2	2
CC(=O)c1ccc(NC(=O)CSC(C)C)cc1	-15	-5	-2	8	1.1	-9	-11	-4	12
COc1ccc(/C=N/NC(=O)C(C)N(c2ccc(OC)cc2)S(C)(=O)=O)cc1 (stereo not given)	15	-5	-2	2	0.93	7	-13	-2	5
CC(=O)NC1C(OCc2ccccc2)OC2COC(c3ccccc3)OC2C1OCC(=O)O (stereo not given)	9	-6	-1	12	0.95	5	0	-4	-13
O=C(O)CC(NCc1ccco1)C(=O)OCCc1ccccc1 (stereo not given)	-6	-6	-5	15	1	-4	5	-5	-2
O=C1Cc2cc(NS(=O)(=O)c3ccc([N+](=O)[O-])cc3)cc3c2N1CCC3	-13	-4	0	22	1	-3	-12	-3	-7
CCC(=O)N/N=c1/sc2ccccc2n1C	7	-1	-1	1	0.95	5	-4	-1	7
O=C(NCc1ccccc1)C1CC(=O)N(c2ccc(OCC(=O)N3CCOCC3)cc2)C1 (stereo not given)	13	-8	0	6	0.98	2	8	4	3
Nc1c(C(=O)c2ccccc2)oc2ccc(Br)cc12	45*	-3	-3	14	0.88	12	11	-2	52*
CC(C)(C)c1sc(N)nc1-c1ccccc1	17	-6	-3	8	0.95	5	-13	2	20
O=c1[nH]c2ccc(S(=O)(=O)N3CCN(c4ccc(F)cc4)CC3)cc2o1	10	-6	1	12	0.81	19	0	-3	-8
CNc1ccc([N+](=O)[O-])cc1C(=O)O	-8	3	43*	-7	0.94	6	0	-2	-20
Cc1ccc(C(c2sc3nc(C)nn3c2O)N2CCN(c3ccc(F)cc3)CC2)cc1 (stereo not given)	15	1	4	-4	1	-1	-11	3	16
COCCNC(=O)C1CCC(CNS(=O)(=O)c2ccc(F)cc2)CC1 (stereo not given)	3	-2	-3	5	1.1	-6	14	-2	-23
O=C(CN1CCN(S(=O)(=O)c2ccccc2[N+](=O)[O-])CC1)Nc1ccc(N2CCOCC2)cc1	12	-7	-3	10	0.97	2	-4	-1	-16
O=C(O)C1Cc2ccccc2CN1C(=O)c1ccccc1 (stereo not given)	5	-11	-4	7	1	0	11	-2	11
CCCC(C)NC(=O)c1nc(-c2ccccc2)n(-c2ccccc2)n1 (stereo not given)	31	-7	-2	10	1.2	-17	2	-2	20
CCOC(=O)c1ccc(NC(=O)CCc2nc(-c3ccccc3)no2)cc1	23	-4	-3	19	0.99	1	-4	-4	13
Other structures:
SMILES	tim10-1 inh	A3G deaminase	A3A deaminase	NALP3 yeast inh	mIAP activ	mIAP inh	hIAP inh	beta cell repl	TIM10 inh
COc1ccc([C@H]2CC(=O)C=C(c3ccccc3C(F)(F)F)C2)cc1	15	-1	2	5	0.93	7	0	-5	-8
Cn1ncc(Br)c1C(=O)Nc1ccc(F)cc1F	5	-2	0	-19	0.94	6	1	3	13
Cn1nnnc1SCC(=O)Nc1cccc([N+](=O)[O-])c1	2	-5	-3	7	1	0	8	1	6
O=C(c1cc(COc2ccc(-n3cncn3)cc2)on1)N1CCCC1	-7	-3	-5	16	1	-2	-21	3	-1
NC(=O)Cn1cc(/C=N\NS(=O)(=O)c2cccc([N+](=O)[O-])c2)c2ccccc21	-8	-6	20	3	0.98	2	-18	-3	-1
Cn1cnnc1SCC(=O)NC1CCCCC1	2	-4	2	-9	0.98	2	-14	-2	7
Cc1ccc(-n2nc3c(=O)n(CCCC(=O)N4CCCCC4)nc(C)c3c2C)cc1	10	23	3	1	1	-2	-9	-3	1
O=C(CCNS(=O)(=O)c1cccs1)Nc1ccccc1F	7	-7	-4	3	1	-2	-12	-4	-13
COCCNCCOCCOc1cccc(OC)c1	1	0	1	8	1	-3	4	0	1
CCCCN(CCCC)c1cc(C)nc(-c2ccccc2O)n1	18	-9	-8	-9	1	-1	-9	-7	-9
O=C(c1ccco1)N1CCN(S(=O)(=O)c2ccc(Br)s2)CC1	21	0	-1	13	0.94	6	4	-1	20
CCN(C(=O)Cn1cnc2c(nc3n2CCCCC3)c1=O)c1cccc(Cl)c1	-10	0	5	13	1	-3	18	-5	9

One compound at a time (already shown):
O=C(c1cc(COc2ccc(-n3cncn3)cc2)on1)N1CCCC1 in the list: tim10-1 inh: -7; A3G deaminase: -3; A3A deaminase: -5; NALP3 yeast inh: 16; mIAP activ: 1; mIAP inh: -2; hIAP inh: -21; beta cell repl: 3; TIM10 inh: -1
Cc1ccc(-n2nc3c(=O)n(CCCC(=O)N4CCCCC4)nc(C)c3c2C)cc1 in the list: tim10-1 inh: 10; A3G deaminase: 23; A3A deaminase: 3; NALP3 yeast inh: 1; mIAP activ: 1; mIAP inh: -2; hIAP inh: -9; beta cell repl: -3; TIM10 inh: 1

Screens from PubChem BioAssay.
